High-throughput results deposited in PubChem by PCMD.
Ec RNAP inh: inhibitors of Escherichia coli RNA polymerase. E. coli RNA polymerase, fluorescence transcription assay. inhibition, %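 (tested at 10 µM)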. 62,000 compounds, 0.2% hits. AID 559; in the data active = inhibition above about 20%;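 also: 0% = enzyme without compound and 100% = no enzyme blank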
CatB mixtures: human cathepsin B inhibition by mixtures; inhibition, %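 (ten-compound pools at 5 µM per compound and 50 µM total)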; P07858; Purified cathepsin B, AMC dipeptide fluorescence, compound mixtures; 62,000 compounds, 0.06% hits; in the data active = inhibition above about 22%, passing the limit was not always enough;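 also: 0% = enzyme without compound and 100% = no enzyme blank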
CatB block: blocks human cathepsin B protease activity; P07858; purified cathepsin B, fluorogenic substrate, fluorescence; inhibition, %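 (tested at 10 µM)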; 63,000 compounds, 0.1% hits; AID 453; in the data active = inhibition above about 21%;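 also: 0% = enzyme with no compound and 100% = no enzyme blank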
C1s inh: blocks human complement C1s protease activity; P09871; purified C1s, fluorogenic AMC substrate, pooled mixtures; mean inhibition % of two 10-compound mixtures (active compounds read high), % at 5 µM (by protocol); 62,000 compounds, 0.16% hits; AID 538;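 active = inhibition above 20% in each of the two 10-compound mixture wells holding the compound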;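 also: 0% = enzyme wells lacking compound mixture and 100% = no-enzyme blank wells; some compounds called inactive have numbers as strong as hits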
AP complement: alternative pathway complement inhibition, orthogonal assay | Human serum alternative complement pathway, LPS-coated ELISA, C3 deposition; tested in compound mixtures | inhibition, % at 5 µM | 62,000 compounds, 0.08% hits | AID 1235;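 active = inhibition above 30% in each of the two pooled mixtures holding the compound, so the lower value exceeds 30%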;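 also: 0% = serum in Mg-EGTA without compound and 100% = EDTA serum blank; some compounds past the cut are filed as inactive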
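Test system: human serum alternative complement pathway, C3 deposition on LPS-coated wells; also added: Plate-bound LPS; doses: 5 µM per compound in ten-compound mixtures; schedule: 1 h at 37 °C; detection: Anti-C3 ELISA, OD 450 nm; evaluation: percent inhibition of C3 deposition onto LPS; repeats: two pool placements per compound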
CatS block: blocks human cathepsin S protease activity. P25774. recombinant cathepsin S, AMC dipeptide fluorescence, pooled mixtures. inhibition, %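 (tested at 5 µM per compound within 10-compound mixtures)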. 62,000 compounds, 0.06% hits. AID 501; in the data active = inhibition above about 32%, passing the limit was not always enough;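 also: 0% = enzyme without compound and 100% = blank without enzyme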
Target sequence (P25774 115-331 limits assumed): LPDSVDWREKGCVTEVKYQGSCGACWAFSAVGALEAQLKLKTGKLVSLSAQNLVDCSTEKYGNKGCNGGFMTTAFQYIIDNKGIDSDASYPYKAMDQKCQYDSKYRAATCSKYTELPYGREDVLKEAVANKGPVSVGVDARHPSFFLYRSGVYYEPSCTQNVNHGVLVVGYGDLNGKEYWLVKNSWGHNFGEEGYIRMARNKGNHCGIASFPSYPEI
CatL inh: inhibitors of human cathepsin L | purified cathepsin L, fluorogenic substrate, fluorescence | P07711 | 58,000 compounds, 0.17% hits | inhibition, %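 (tested at 10 µM)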; in the data active = inhibition above about 45%;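 also: 0% = enzyme with no compound and 100% = no enzyme blank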
Target sequence (P07711 114-288 limits assumed): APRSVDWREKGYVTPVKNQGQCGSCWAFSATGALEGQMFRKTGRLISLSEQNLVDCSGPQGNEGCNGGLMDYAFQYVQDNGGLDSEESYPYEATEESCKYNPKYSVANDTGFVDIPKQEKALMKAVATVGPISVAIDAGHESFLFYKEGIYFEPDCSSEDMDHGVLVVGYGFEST
Target sequence (P07711 292-333 limits assumed): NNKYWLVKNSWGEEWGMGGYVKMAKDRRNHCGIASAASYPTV
Cathepsin G inh: inhibitors of human cathepsin G; P08311; purified enzyme, AMC-tetrapeptide fluorescence, pooled mixtures; inhibition, % at 5 µM (by protocol); 62,000 compounds, 0.2% hits; AID 581;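 active = inhibition above 20% in each of the two mixture wells holding the compound; inactive = inhibition of 20% or less in either well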;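 also: 0% = enzyme control without mixture and 100% = blank lacking enzyme; strong numbers were not always called active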
Target sequence (P08311 21-244 limits assumed): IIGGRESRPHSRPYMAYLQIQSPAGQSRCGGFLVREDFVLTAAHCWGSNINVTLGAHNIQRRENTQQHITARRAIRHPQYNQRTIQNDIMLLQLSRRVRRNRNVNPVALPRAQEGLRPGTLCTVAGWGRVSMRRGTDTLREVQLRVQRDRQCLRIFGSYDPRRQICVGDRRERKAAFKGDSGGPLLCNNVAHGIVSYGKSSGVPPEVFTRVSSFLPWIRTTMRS
FXIa mix inh: blocks human factor XIa in pooled compound mixtures | 62,000 compounds, 0.19% hits | P03951 | inhibition, % at 5 µM | purified FXIa, fluorogenic substrate | AID 680; in the data active = inhibition above about 20%, passing the limit was not always enough;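 also: each value is inhibition by a whole ten-compound pool holding the compound; 0% = enzyme with no mixture and 100% = wells lacking enzyme; strong numbers were not always called active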
* hit, by the source's call; . = no result given.

SMILES | Ec RNAP inh | CatB mixtures | CatB block | C1s inh | AP complement | CatS block | CatL inh | Cathepsin G inh | FXIa mix inh
CC(NCc1ccco1)C(=O)N1CCc2ccccc2C1 (centres undefined) | -5 | 7 | 10 | -25 | 3 | 8 | 2 | -7 | 3
CC(C)n1c(N2CCN(C(=O)NCc3ccccc3)CC2)nc2ccccc21 | . | 2 | 4 | 3 | -6 | 14 | 9 | 8 | -3
CC1(C)NC(=O)N(CCCCOc2ccc3c(c2)CCC3)C1=O | 0 | -3 | 6 | -56 | 11 | -4 | 13 | -4 | -13
CN(C)c1ccc(-c2nc3ccccc3n2C)cc1 | -4 | 1 | 5 | -18 | 11 | -5 | -17 | 1 | -5
COCCn1c(SCC(=O)c2ccc(F)cc2)nnc1C(C)C | 9 | 5 | 0 | 3 | 4 | 4 | -6 | 12 | 4
COc1ccc(N(CC(=O)Nc2cccc(C(C)=O)c2)S(C)(=O)=O)cc1OC | 4 | -3 | -1 | -5 | -9 | 5 | . | 1 | 1
O=C(NCCCN1CCc2ccccc2C1)C1CCN(S(=O)(=O)N2CCCC2)CC1 | 3 | 0 | 6 | 0 | 1 | 21 | 13 | 0 | 9
O=C1CC2(CON=C2c2ccc(F)cc2)C(=O)N1c1ccc(F)cc1 (centres undefined) | 3 | -5 | -2 | -24 | -1 | -3 | 1 | 5 | 2
CCN(C(=O)COc1cc(=O)n(C)c2ccccc12)c1cccc(Cl)c1 | 4 | 0 | 57* | -5 | 23 | 1 | -1 | 6 | 3
CCC(C)NC(=O)CNC(=O)Cn1c(C)cc2ccccc2c1=O (centres undefined) | 0 | 1 | 5 | 2 | 9 | -7 | -11 | 9 | 0
O=C(NC1CCCC1)C(c1cccs1)N(Cc1ccco1)C(=O)Cn1nnc(-c2cccs2)n1 (centres undefined) | 9 | 5 | 4 | 13 | 8 | 3 | 0 | 14 | 5
CCN(CC)c1nc(SCC(=O)O)nc(N(CC)CC)n1 | -1 | -1 | 8 | -27 | 18 | -4 | -5 | -3 | -14
Nn1c(-c2ccccn2)nnc1-c1ccccn1 | 1 | 6 | 3 | 3 | 19 | 1 | -6 | 5 | 1
O=C(Cc1cccs1)Nn1c(Cc2cccs2)nc2ccccc2c1=O | 5 | 3 | -2 | 12 | 4 | -5 | -8 | 9 | 15
COC(=O)CSc1nc(C2CC2)cc(C(F)(F)F)c1C#N | 4 | 3 | 2 | 16 | 3 | 6 | . | 12 | 5
O=c1c2c(nc3c(-c4ccc(Cl)cc4)c[nH]n13)CCCC2 | 0 | 5 | 7 | -27 | -9 | 8 | 12 | -8 | 4
Nn1c(Cc2cccc3ccccc23)nnc1SCC(=O)NC1CCS(=O)(=O)C1 (centres undefined) | 3 | 2 | -2 | 1 | 0 | -4 | -2 | -3 | 5
COc1ccc(-c2nc(C#N)c(NCC3CCCO3)o2)cc1OC (centres undefined) | -2 | -1 | 5 | -38 | -2 | 9 | -32 | 1 | -9
O=C(COc1ccc(S(=O)(=O)NC2CCCCC2)cc1)NCc1ccccn1 | -6 | 1 | -4 | -13 | -7 | 10 | 4 | -1 | 1
O=C(Nc1nc2c(s1)CCc1ccccc1-2)c1cccs1 | 5 | 0 | 1 | 14 | 7 | -7 | -6 | 5 | 6
O=C1c2ccc(Oc3ccc4c(c3)C(=O)N(CCCO)C4=O)cc2C(=O)N1CCCO | -3 | 11 | 4 | -29 | -8 | 6 | 1 | -13 | -1
CN(c1ccc(C(=O)NCCC2=CCCCC2)cc1)S(C)(=O)=O | 9 | -5 | 4 | -33 | -7 | -13 | . | 2 | -2
CCn1c(SCC(=O)Nc2cccc(F)c2)nnc1-c1cc2cc(Br)ccc2o1 | 10 | -1 | 2 | 15 | -9 | 9 | 13 | 7 | 4
Cc1ccc(-c2cc(-c3ccc(F)cc3)nc(N)c2C#N)o1 | . | 1 | -7 | -49 | 8 | -6 | -66 | 4 | -11
COc1ccc(Cl)cc1NC(=O)CC(C)=O | . | -8 | 2 | -35 | -1 | -7 | 4 | -3 | -9
COc1ccc(C(=O)N2CCN(c3nnnn3-c3ccccc3)CC2)cc1OC | 12 | 0 | -2 | -44 | 5 | 7 | 9 | -8 | -4
O=C(Cc1ccccc1)Nc1ccccc1N1CCN(c2ccccc2)CC1 | 1 | 3 | 1 | -11 | 14 | -3 | 6 | 7 | 1
O=S(=O)(Nc1ccc2nc(-c3ccc(Br)o3)[nH]c2c1)c1ccccc1 | . | -8 | 3 | -17 | 13 | -5 | -5 | 5 | -5
O=C(Nc1ccc2c(c1)OCO2)c1cccc2c1C(=O)N(C1CCCCC1)C2 | 5 | 1 | -2 | 0 | 10 | -3 | -1 | 10 | 4
O=C(c1ccc2c(c1)C(=O)N(Cc1ccco1)C2O)N1CCOCC1 (centres undefined) | -1 | 4 | 1 | 2 | 18 | -3 | 0 | 8 | 2
CCOC(=O)CSc1nnc(CNC(=O)c2cccs2)n1-c1cc(OC)ccc1OC | 10 | 1 | 0 | 0 | -2 | 7 | 4 | 10 | 1
Cc1csc(NC(=O)CSc2nnc(-c3ccccn3)n2-c2ccc(C)c(C)c2)n1 | 5 | 0 | 5 | -21 | 3 | -6 | 17 | -2 | -2
COc1cccc(NC(=O)CCN2CCC(C(N)=O)CC2)c1 | 7 | 3 | 1 | 19 | 4 | 9 | 18 | 11 | 7
CCOC(=O)C(NC(=O)CCC(=O)Nc1ccc(S(N)(=O)=O)cc1)C(O)c1ccccc1 (centres undefined) | . | 0 | . | 14 | 16 | -2 | . | 11 | 6
O=C(O)C1C2C=CC(C2)C1C(=O)Nc1ccc(C(=O)N2CCCCC2)cc1 (centres undefined) | 1 | 2 | 2 | -3 | 13 | 0 | -3 | 8 | -1
CCOC(=O)c1nnn(-c2nonc2N)c1-c1ccc(OCC)cc1 | 1 | 4 | -7 | -6 | 27 | -5 | -2 | -2 | 9
N#CC1=C(SCc2ccccc2)NC(=O)CC1c1ccco1 (centres undefined) | . | 1 | . | -32 | 18 | -2 | . | -1 | 2
CC1(C)CC(=O)N(CC(=O)O)c2ccccc2S1(=O)=O | 4 | 6 | 0 | 1 | 15 | -6 | 8 | 0 | 3
Cc1ccc(C)c(S(=O)(=O)Nc2ccc(S(=O)(=O)Nc3onc(C)c3C)cc2)c1 | 9 | 1 | 2 | 16 | 2 | 10 | 24 | 14 | 4
Cc1c(C2N3CC4(C)CN2CC(C)(C3)C4=O)c2ccccc2n1C (centres undefined) | -1 | 1 | 2 | 10 | 27 | 4 | 7 | 8 | 7
CC(C)N(CCNC(=O)C1CCN(S(=O)(=O)N2CCOCC2)CC1)Cc1ccccc1 | 7 | 6 | 5 | 5 | 11 | 2 | 3 | 10 | 2
O=S(=O)(c1ccc2c(c1)OCCO2)N1CCC(c2nc3ccccc3[nH]2)CC1 | 5 | -1 | 0 | -70 | 1 | 2 | 2 | -10 | -9
C=CCOc1ccc(Cl)cc1C(=O)O | 13 | 1 | -2 | 3 | 4 | 4 | 33 | 9 | -1
Cc1ccc(S(=O)(=O)NC2(C(F)(F)F)C(=O)Nc3c2c(=O)n(C)c(=O)n3C)cc1 (centres undefined) | 3 | -3 | 2 | -2 | 15 | -9 | 14 | 10 | -5
CCn1c(SCC(=O)Nc2nc3ccc(OC)cc3s2)nnc1-c1ccoc1C | 6 | -1 | 3 | 3 | 5 | 2 | 20 | 5 | 9
Cn1nnc2cc(C(=O)NCc3ccco3)ccc21 | 12 | 10 | -1 | 5 | 7 | 21 | 13 | 6 | 9
O=C(NCCCN1CCN(CCCNC(=O)c2ccc(F)cc2)CC1)c1ccc(F)cc1 | 9 | 4 | 7 | -2 | 10 | -15 | 2 | 10 | 0
O=C1CC(c2ccco2)CC(O)=C1C=NCCO (centres undefined) | 1 | 5 | -4 | -1 | 12 | 0 | -12 | -2 | 6
O=C(Nc1cc(Cl)ccc1Cl)c1noc2c1CCCC2 | 7 | 2 | 2 | 7 | 3 | 3 | 15 | -1 | 1
O=C1OC(N2CCN(c3ccccn3)CC2)c2ccccc21 (centres undefined) | 7 | 3 | 4 | 16 | 3 | -9 | 3 | 37 | 24
CCC(C)Sc1nc2c(c(=O)[nH]c(=O)n2C)n1CC(O)COc1cccc2ccccc12 (centres undefined) | . | 3 | -5 | 2 | 11 | -5 | 0 | -5 | 7
Cc1ccc(S(=O)(=O)N2CC3CCC2C3)cc1 (centres undefined) | -2 | 3 | 2 | 4 | 10 | 3 | 8 | 6 | 2
CSc1nc2n(n1)C(c1cc(Br)ccc1F)C(C(=O)N(C)C)=C(C)N2 (centres undefined) | 0 | 4 | -4 | -15 | 14 | 1 | -4 | -3 | 11
O=C(NCc1nnc(SC/C=C/c2ccccc2)o1)c1ccco1 | 10 | 6 | 3 | -11 | 14 | 10 | 16 | 12 | -1
Cc1ccc(C(=O)c2cc(C)sc2NC(=O)CN2CCN(C(=O)c3ccco3)CC2)cc1 | 1 | 1 | 0 | 9 | 5 | -2 | -11 | 10 | 12
CCn1c(SCC(=O)Nc2nc(-c3ccccc3)cs2)nnc1-c1ccccc1O | 3 | 1 | -2 | 2 | 6 | -2 | 0 | -2 | 0
Cc1onc(-c2ccccc2)c1C(=O)NCc1ccc2c(c1)OCO2 | 4 | 2 | 1 | 21 | 17 | -4 | -3 | 9 | 7
CN(C(=O)CN1C(=O)c2ccccc2S1(=O)=O)c1ccccc1C(=O)O | 5 | -3 | 3 | 5 | 8 | 3 | 11 | 11 | 0
CC(=O)Nc1nc2ccccc2n1CCOc1ccccc1 | 15 | 2 | -1 | 8 | -6 | 10 | 11 | 12 | 1
COc1ccc(CN2CCN(C(=O)c3cccs3)CC2)cc1Br | 8 | -2 | -1 | -87 | -3 | 2 | 0 | -11 | -4
The list continues:
SMILES | Ec RNAP inh | CatB mixtures | CatB block | C1s inh | AP complement | CatS block | CatL inh | Cathepsin G inh | FXIa mix inh
CC1CC(C)CN(S(=O)(=O)c2ccc3c(c2)oc(=O)n3CC(=O)N2CCOCC2)C1 (centres undefined) | 4 | 1 | 2 | 1 | 9 | 2 | . | 3 | 14
CN(C(=O)COc1ccccc1)c1nnc(-c2cccnc2)s1 | 4 | 2 | 2 | 9 | 16 | -5 | -7 | 1 | 6
COc1ccc(N2C(=O)CC(NC3CC3)C2=O)cc1 (centres undefined) | 3 | 0 | -2 | 20 | 0 | 8 | 14 | 22 | 41
O=C(Nc1ccc(Br)cc1F)c1ccc2c(c1)N(Cc1ccccc1)C(=O)CS2=O (centres undefined) | 1 | 2 | 3 | -4 | 21 | -4 | . | 6 | 2
CC[C@H]1CN2CCc3cc(OC)c(OC)cc3[C@@H]2C[C@@H]1C[C@H]1NCCc2cc(OC)c(OC)cc21 | 3 | 49 | 5 | -22 | 8 | 50 | -3 | 3 | -3
CCCC1C2CN(C(C)C)CC=C2C(C#N)=C(N)C1(C#N)C#N (centres undefined) | -3 | 0 | -5 | -22 | 11 | 0 | -10 | -4 | 1

An excerpt of these results, with values under each structure.
Value order: Ec RNAP inh, CatB mixtures, CatB block, C1s inh, AP complement, CatS block, CatL inh, Cathepsin G inh, FXIa mix inh
> COc1ccc(CN2CCN(C(=O)c3cccs3)CC2)cc1Br
→ 8, -2, -1, -87, -3, 2, 0, -11, -4
> CC1CC(C)CN(S(=O)(=O)c2ccc3c(c2)oc(=O)n3CC(=O)N2CCOCC2)C1 (centres undefined)
→ 4, 1, 2, 1, 9, 2, ., 3, 14
> CN(C(=O)COc1ccccc1)c1nnc(-c2cccnc2)s1
→ 4, 2, 2, 9, 16, -5, -7, 1, 6

The list is partial; count on the stated rates, not on these rows.
